# HMGR II inh: E. faecalis class II HMG-CoA reductase inhibition | purified E. faecalis HMGR, NADPH absorbance 340 nm kinetic | inhibition, % at 10 µM | 190,000 tested, 0.41% active;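 active = inhibition above a set limit, the median over all tested compounds plus 3 SD, cut at about 9.5% in these data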;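 note: enzyme runs in reverse so mevalonate oxidation gives rising NADPH absorbance; 0% = complete reaction with DMSO and 100% = background rate lacking mevalonate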
# TLR4-MyD88 BLA: inhibitors of human TLR4-MyD88 binding. O00206+Q99836. HeLa CL3-4 TLR4/MyD88 BLA complementation, FRET ratio. inhibition, % at 8.4 µM. 200,000 tested, 0.18% active; in the data active = inhibition above about 25%;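 note: 0% = vehicle and 100% = reference inhibitor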
# Target sequence (O00206 whole entry, looked up): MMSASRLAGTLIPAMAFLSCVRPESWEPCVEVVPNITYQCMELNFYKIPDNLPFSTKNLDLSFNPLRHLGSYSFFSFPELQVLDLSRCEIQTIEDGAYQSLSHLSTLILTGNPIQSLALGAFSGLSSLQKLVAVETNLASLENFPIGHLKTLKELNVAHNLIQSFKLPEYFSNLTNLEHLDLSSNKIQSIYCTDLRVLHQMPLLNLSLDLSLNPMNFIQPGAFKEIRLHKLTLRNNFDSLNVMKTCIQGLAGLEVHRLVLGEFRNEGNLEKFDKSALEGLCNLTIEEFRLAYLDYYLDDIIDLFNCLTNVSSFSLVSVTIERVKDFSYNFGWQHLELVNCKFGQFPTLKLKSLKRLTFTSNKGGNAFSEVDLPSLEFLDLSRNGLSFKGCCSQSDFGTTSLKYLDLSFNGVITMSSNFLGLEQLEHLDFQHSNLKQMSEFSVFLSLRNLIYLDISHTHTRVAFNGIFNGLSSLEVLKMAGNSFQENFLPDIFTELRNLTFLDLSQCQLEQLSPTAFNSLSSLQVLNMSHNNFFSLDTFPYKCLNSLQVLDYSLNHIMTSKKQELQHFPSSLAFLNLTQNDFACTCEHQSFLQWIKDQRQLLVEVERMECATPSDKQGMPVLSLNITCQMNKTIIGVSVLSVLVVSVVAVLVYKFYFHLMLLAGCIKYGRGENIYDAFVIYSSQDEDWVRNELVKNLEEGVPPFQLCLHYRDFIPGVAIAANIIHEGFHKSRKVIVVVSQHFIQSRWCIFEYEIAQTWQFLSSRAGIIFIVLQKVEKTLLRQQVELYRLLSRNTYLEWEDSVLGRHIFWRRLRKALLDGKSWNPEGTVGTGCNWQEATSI
# Target sequence (Q99836 whole entry, looked up): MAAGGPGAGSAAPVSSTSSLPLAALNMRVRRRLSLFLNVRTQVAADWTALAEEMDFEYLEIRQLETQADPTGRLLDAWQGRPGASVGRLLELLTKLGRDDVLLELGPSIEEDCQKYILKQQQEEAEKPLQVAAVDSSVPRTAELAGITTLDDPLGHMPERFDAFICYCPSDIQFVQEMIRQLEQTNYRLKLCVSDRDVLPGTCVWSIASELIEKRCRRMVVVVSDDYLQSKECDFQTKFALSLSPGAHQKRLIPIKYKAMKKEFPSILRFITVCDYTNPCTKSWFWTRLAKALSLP
# Hsp70 act: transcriptional activators of Hsp70. HeLa Hsp70 promoter luciferase reporter, luminescence; scaled: vehicle 0, proteasome-inhibitor control 100%. activation, % at 10 µM. 200,000 tested, 0.04% active. AID 1203;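 active = activation above the mean across all tested compounds plus 3 SD, cutoff set per campaign, cut at about 5.5% in these data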;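 note: 100% = MG132 at 30 µM as the positive control and 0% = DMSO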
# STAT3 act: STAT3 signaling activation. U3A cells, IL-6 STAT3-luciferase reporter, luminescence; 100% = signal with IL-6 EC80 alone. activation (% of control), % at 5.6 µM. 190,000 tested, 0.91% active. AID 871;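 active = activation above the screen-wide mean of compound activation plus 3 SD, cut at about 130% in these data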;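 note: 0% = background luminescence of wells with medium and substrate only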
#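 Detection: reporter luminescence signal / Assay system: STAT1-lacking human U3A cells, STAT3 luciferase reporter / Incubation: compound pre-incubation 1 h before IL-6, then 6 h stimulation at 37 °C / Control set: IL-6-only high control / Read-out: % activation relative to IL-6 control / Probe or stimulus: Interleukin-6, 33 ng/mL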
# APP 5'UTR act: activates APP 5'UTR luciferase reporter | SH-SY5Y APP 5'UTR luciferase reporter, luminescence; zero percent = DMSO vehicle wells | activation, % at 2 µM | 190,000 tested, 1% active;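 active = activation above a set limit, based on mean plus 3 SD of controls, cut at about 140% in these data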; note: values of inactives mirror those of a sister screen read the other way
# STAT1 act: STAT1 signaling activation; NIH 3T3 STAT1-luciferase reporter, IFN-gamma, luminescence; 100% = IFN-gamma alone, no compound; activation (% of control), % at 5.5 µM; 200,000 tested, 2.6% active;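 active = activation above the screen-wide mean activation plus 3 SD, cut at about 130% in these data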;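 note: raw ratio to IFN-gamma control signal so 100% means no change and 0% no light; values of inactives mirror those of a sister screen read the other way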
# NF-kB neuron act: compounds increasing NF-kB expression in human neuronal cells; NF-kB reporter expression; hits give high values; fold change at 12.5 µM; 190,000 tested, 1.6% active; AID 1239; in the data active = fold change above about 3.3
# STAT1 inh: reduces IFN-gamma driven STAT1 reporter signal. NIH 3T3 STAT1-luciferase reporter, luminescence. inhibition, % at 5.5 µM. 200,000 tested, 0.35% active. AID 920;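 active = inhibition above a set limit, the mean inhibition across all tested compounds plus 3 SD, cut at about 34% in these data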;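 note: 0% = IFN-gamma with DMSO and 100% = IFN-gamma with 300 µM nifuroxazide; values of inactives mirror those of a sister screen read the other way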
# STAT3 inh: reduces IL-6 driven STAT3 reporter signal | 190,000 tested, 0.89% active | U3A cells, IL-6 STAT3-luciferase reporter, luminescence; host cell line lacks STAT1 | AID 862 | inhibition, % at 5.5 µM;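 active = inhibition above the mean inhibition across all screened compounds plus 3 SD, cut at about 44% in these data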;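 note: 0% = DMSO only wells and 100% = 100 µM nifuroxazide control wells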
# DTT redox prof: compounds producing H2O2 with reducing agent – biochemical, NIH compound library profiling, artefact control for MLSCN library redox annotation, primary screen. DTT-dependent redox cycling H2O2, phenol red/HRP absorbance; 100% = 100 µM peroxide control, 0% = buffer. activation, % at 10 µM. 200,000 tested, 0.03% active;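 active = activation of at least 50% relative to the plate's high and low controls in the primary single-dose screen; inactive = activation below 50%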;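 note: compound incubated with DTT at 0.8 mM final as the reducing agent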
# Starred values were filed as active, the others as inactive; / = no result given.
# The first 4 records, to show the layout:
SMILES,HMGR II inh,TLR4-MyD88 BLA,Hsp70 act,STAT3 act,APP 5'UTR act,STAT1 act,NF-kB neuron act,STAT1 inh,STAT3 inh,DTT redox prof
C=CCN(c1ccccc1)S(=O)(=O)c1c(C)[nH]c(=O)[nH]c1=O,-7,-8,-0.3,104,-7,98,1.2,0,7,-0.6
O=C(Nn1c(-c2ccc(F)cc2)nc2ccccc2c1=O)c1cccnc1,0,-2,-0.2,102,18,93,1.3,7,2,-0.3
Cc1nn(C)c(C)c1S(=O)(=O)N(CC(=O)Nc1ccccn1)c1ccc(C(C)C)cc1,-6,8,-0.3,103,6,105,0.88,-5,-4,-1.4
O=C(CN1C(=O)C2C3C=CC(C3)C2C1=O)NC1CCCc2ccccc21 (configuration not stated),-1,3,0.0,101,18,95,1.2,6,4,2.2

# All compounds of this part, repeating the preview:
SMILES,HMGR II inh,TLR4-MyD88 BLA,Hsp70 act,STAT3 act,APP 5'UTR act,STAT1 act,NF-kB neuron act,STAT1 inh,STAT3 inh,DTT redox prof
C=CCN(c1ccccc1)S(=O)(=O)c1c(C)[nH]c(=O)[nH]c1=O,-7,-8,-0.3,104,-7,98,1.2,0,7,-0.6
O=C(Nn1c(-c2ccc(F)cc2)nc2ccccc2c1=O)c1cccnc1,0,-2,-0.2,102,18,93,1.3,7,2,-0.3
Cc1nn(C)c(C)c1S(=O)(=O)N(CC(=O)Nc1ccccn1)c1ccc(C(C)C)cc1,-6,8,-0.3,103,6,105,0.88,-5,-4,-1.4
O=C(CN1C(=O)C2C3C=CC(C3)C2C1=O)NC1CCCc2ccccc21 (configuration not stated),-1,3,0.0,101,18,95,1.2,6,4,2.2
COc1cc(CO)ccc1Oc1nnnn1-c1ccc(C(N)=O)cc1,-3,-14,-0.1,101,1,95,0.93,5,-2,3.6
COC(=O)c1c(NC(=O)Cn2nc(C(F)F)cc2C(F)F)sc(C)c1C,-1,9,0.0,108,15,98,1.1,3,-9,6.3
Cc1cc(C)cc(NC(=S)N2CCN(c3ccc(F)cc3)CC2)c1,-8,1,-0.5,93,-3,101,1.1,-1,11,0.8
COc1ccc2c(c1)[N+](C)(C)C(C)(C)C=C2C,2,-3,-0.1,99,-10,104,1.6,-7,10,-0.4
CC1CC(C)CN(C(=O)Nc2ccc(Br)cc2)C1 (configuration not stated),-4,8,-0.2,90,26,108,1,-9,15,-1.6
COc1ccc(N2CCN(c3ncnc4c3nnn4Cc3ccccc3Cl)CC2)cc1,3,3,-0.4,98,-8,94,1.1,6,3,1.0
O=C(Cc1cc(=O)[nH]c(=O)[nH]1)N1CCN(C(=O)c2ccco2)CC1,-7,2,-0.3,105,-4,102,0.96,-5,-7,0.0
O=C1CCC(CCC(=O)N2CCCC(C(=O)c3ccc(Cl)cc3)C2)=NN1 (configuration not stated),-2,2,-0.1,98,7,98,1.5,0,4,-0.8
COc1ccc(-c2ccc(SCC(=O)N3CCN(c4ccccc4)CC3)nn2)cc1,6,-7,-0.3,100,21,101,0.97,-3,7,3.5
Cc1cc(C)c(OCC(=O)Nc2nc3ccccc3[nH]2)c(C)c1,6,15,-0.1,104,-8,109,1.2,-7,0,0.1
CCOc1cc(OCC)nc(S(C)(=O)=O)n1,1,-2,0.1,103,-4,115,1.2,-17,-1,-0.2
O=C1OC(Cc2ccccn2)C(=O)C1=C1SCCS1 (configuration not stated),-3,1,-0.1,90,9,99,1.5,2,12,-0.4
O=C1NC(c2ccc(Br)cc2)=N/C1=C/c1ccco1,-3,13,0.0,104,140*,92,0.9,9,-6,0.3
Cc1ccc(-c2nn(-c3ccccc3)cc2C(=O)Nc2ccc(C)c(S(=O)(=O)N3CCOCC3)c2)cc1,-1,-5,-0.3,95,5,102,0.66,-2,2,1.1
CCN(CC)S(=O)(=O)c1ccc(C(=O)C(C#N)c2ccccn2)cc1 (configuration not stated),-3,-7,0.0,78,11,96,1.4,5,29,0.4
Cn1c(=NC(=O)C2CC2)sc2cc(F)cc(F)c21,-5,0,0.1,135*,/,108,1.3,-9,-31,-1.6
COc1ccc([N+](=O)[O-])cc1NC(=O)C(C)c1ccccc1 (configuration not stated),-1,2,-0.4,102,-14,103,0.9,-3,0,0.1
Cn1ccnc1Sc1nc2ccccc2nc1NS(=O)(=O)c1ccccc1,-3,-3,-0.3,102,5,98,1.2,3,4,-2.6
Cc1cc(C)nc(N2CCC(C(=O)Nc3nnc(C)s3)CC2)n1,-2,3,-0.3,101,0,100,1.2,0,4,-0.7
Cc1ccnc(NC(=O)CSc2cc(=O)n(C)c3ccccc23)c1,1,9,0.7,80,14,121,1.5,-23,31,-2.1
CCOC(=O)C1CCCN(C(=O)c2ccccc2SCCOC)C1 (configuration not stated),-3,-8,0.3,103,0,105,1.1,-3,-2,1.1
COC(=O)c1c(C(=O)OC)c(-c2ccc(Cl)cc2)n2c1CS(=O)(=O)C2,-6,-19,-0.1,91,1,101,1.2,-3,19,-1.7
Cn1c(C(=O)N2CCN(C3CCCCC3)CC2)cc2c(=O)n(C)c3ccccc3c21,2,7,-0.3,98,12,94,0.61,7,11,-0.8
CCOC(=O)CSC1=C(C#N)C(c2ccc(C)cc2)C(C(=O)OC)C(=O)N1 (configuration not stated),0,-3,-0.4,99,-12,102,0.85,0,1,0.2
Cn1c(CCN2CCCCC2)nc2cc(NC(=O)Nc3ccccc3)ccc21,-6,-2,0.0,94,2,103,1.4,-5,8,3.0
COc1cc(/C=C2/NC(=O)N(c3cccc(Cl)c3)C2=O)ccc1O,-6,1,-0.2,69,-55,134*,2.4,-39,40,-0.8
CCOC(=O)c1cc(CC)sc1NC(=O)CSc1nc2ccccc2c(=O)n1Cc1ccco1,0,3,-0.5,100,3,99,0.9,1,0,2.0
CC1CC(C)CN(C(=O)CSc2nc(N)cc(=O)[nH]2)C1 (configuration not stated),0,-12,-0.3,96,6,95,1.1,6,5,-0.5
Cc1ccc(C(=O)NN2C(=O)C3C4c5ccccc5C(c5ccccc54)[C@@H]3C2=O)cc1 (some centres not stated),0,9,-0.2,105,19,103,1.2,-3,-7,0.3
COc1cccc(-n2ccnc2SCC(=O)N2CCCc3ccccc32)c1,-8,-11,-0.5,108,4,95,0.99,5,-15,0.5
CCN1C(=O)S/C(=C/c2cn(C)c3ccccc23)C1=O,2,-9,-0.2,113,-12,110,0.94,-11,-19,0.4
O=S(=O)(Nc1ccc(S(=O)(=O)N2CCCCC2)cc1)c1cccs1,-5,0,-0.1,97,-22,100,1.4,0,7,0.2
COc1cc2c(=O)nc3n(c2cc1OC)C(c1ccccc1)N=C(N)N3 (configuration not stated),-5,-7,-0.3,97,10,113,0.59,-14,7,2.2
O=C(NCCc1ccc(F)cc1)N1CCOCC1,-5,-6,-0.3,104,34,114,1.4,-13,-4,0.5
Cn1c(CNC(=O)c2ccccc2F)nnc1SCc1nc2ccccc2c(=O)[nH]1,-3,-17,-0.2,94,10,104,0.99,-6,12,-0.2
COc1ccc(Nc2nnc(SCC(=O)/C=C3/N(C)c4ccccc4C3(C)C)s2)cc1,-4,-1,-0.3,86,-2,92,1.4,9,16,/
O=C(O)CCc1nnc(SCC(=O)Nc2ccc(Br)cc2)[nH]c1=O,-3,-4,-0.1,103,-12,97,1.7,3,5,-0.1
COc1ccc(C2NC3=C(CCCC3)C(C#N)(C#N)C2(C#N)C#N)cc1 (configuration not stated),0,14,0.2,109,-4,93,1.1,8,-4,0.8
Cc1cc(C)nc(SCC(=O)c2cc3ccccc3oc2=O)n1,-2,3,0.7,83,5,94,1.2,5,22,1.0
Cc1cc(N2CCN(C)CC2)nc2ccc(NC(=S)NCc3cccs3)cc12,4,-12,0.1,96,2,110,1.1,-10,4,-2.0
COc1cccc2cc(-c3nc(-c4cccs4)cs3)c(=O)oc12,-3,20,0.0,105,105,133*,1.3,-37,-5,0.0
CC(=O)c1c(C)[nH]c(C(=O)Nc2cc(C)ccc2C)c1C,-2,13,-0.5,93,-7,108,1.2,-8,13,-0.8
Nc1c(Cl)nc(-c2ccccc2)nc1Cl,-1,-6,0.1,96,20,104,1.1,-2,10,-0.2
CC1CCCN(c2ccc(C(=O)OCn3nnc4ccccc4c3=O)cc2[N+](=O)[O-])C1 (configuration not stated),-8,-10,0.0,85,-7,91,1.1,10,21,5.3
C=CCn1c(CNC(=O)c2ccco2)nnc1SCC(=O)N1c2ccccc2Sc2ccccc21,-3,-7,-0.3,104,2,99,0.92,1,1,0.9
Cn1ncnc1SCc1cn2cccnc2n1,-4,-16,-0.3,101,-6,93,1.1,6,2,-0.6
CCOC(=O)C1=C(C)N(c2ccc(C)c(C)c2)C(=O)/C1=C\c1ccco1,-3,-14,0.1,93,3,99,1.1,2,16,0.6
COCCNC(=O)c1sc2nc(-c3ccccc3)cn2c1C,-5,-6,-0.3,96,18,105,1.5,-6,8,1.9
c1ccc(-c2n[nH]c(-c3ccccn3)n2)cc1,-1,9,0.2,91,115,128,3.3,-31,15,-0.1
COC(=O)CSCc1nc2ccccc2[nH]c1=O,4,2,-0.1,107,25,104,1.1,-5,-8,0.5
COc1cc(OC)cc(C(=O)N2CCN(C(=O)Cc3ccccc3)CC2)c1,-3,0,-0.3,104,1,102,0.93,-4,-1,-1.2
Cc1cccc(NC(=S)N/N=C(\c2ccccc2)C(C)C)c1,-7,-4,0.0,115,23,120,1.8,-24,-16,0.4
CC(=O)N1CCN(c2ccccc2NC(=O)Cc2ccc(Cl)cc2)CC1,2,10,-0.1,100,5,91,1.2,8,7,-0.5
N#CC1=C(N)S[C@H](C(=O)C23CC4CC(CC(C4)C2)C3)[C@H]1c1ccncc1,1,-12,0.0,123,-6,96,0.58,4,-22,1.7
COCCN(CC(=O)NCC1CCCO1)C(=O)CCC(=O)Nc1cc(C)ccn1 (configuration not stated),-7,-3,-0.5,106,-13,97,1.1,3,-7,0.9
COc1ccc(-n2c(C)nc(=O)c(-c3ccccc3)c2C)cc1,-6,3,0.2,104,14,107,1.3,-4,-2,-0.2
# The list continues:
SMILES,HMGR II inh,TLR4-MyD88 BLA,Hsp70 act,STAT3 act,APP 5'UTR act,STAT1 act,NF-kB neuron act,STAT1 inh,STAT3 inh,DTT redox prof
CCC(=O)NC(Nc1cc(C)ccn1)(C(F)(F)F)C(F)(F)F,2,1,-0.1,98,-2,105,1.2,-5,9,-18
COC(=O)c1ccccc1NC(=O)C1CCCN(S(=O)(=O)c2ccccc2)C1 (configuration not stated),0,4,-0.6,79,-19,104,0.76,-5,29,2.9
CN(C)S(=O)(=O)c1cccc(NC(=O)COC(=O)c2cn(-c3ccccc3)nc2-c2ccccc2)c1,-5,-6,0.0,104,-6,100,0.53,0,4,-0.3
COc1ccc(NC(=O)CNc2ccc(C#N)cc2)cc1,-4,-6,0.1,83,22,110,1.2,-11,25,-1.5
COc1ccc(NC(=O)CN(c2ccc(C(C)C)cc2)S(=O)(=O)c2c(C)noc2C)cc1OC,-13,-3,-0.1,93,0,94,1,7,14,-0.1
CC(C)NC(=O)NC(=O)COC(=O)c1ccc([N+](=O)[O-])cc1Cl,1,1,-0.2,107,-22,102,0.89,-4,-1,-2.5
CC1(C)CC(CCC(=O)Nc2ccccc2Cl)C(=O)O1 (configuration not stated),-15,11,0.0,98,18,92,1.3,6,6,-0.4
